Gli-Sufu block: antagonists of Gli-Sufu signaling; Sufu-KO-LIGHT fibroblasts, Gli luciferase reporter luminescence; inhibition, % at 5 µM; actives 0.74% (n = 340,000); AID 588413;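 active means inhibition above about 55%, limit read from the data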;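 further: 0% = DMSO-treated cells and 100% = wells with medium but no cells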
Mdm2 MdmX PPI: disrupts the human Mdm2-MdmX interaction. O15151+Q00987. SaOS-2 split-luciferase Mdm2/MdmX complementation, luminescence. inhibition, % at 8 µM. actives 3% (n = 330,000). AID 485346;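 active means inhibition of at least 50% at 8 µM in the primary screen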
Target sequence (O15151 whole entry, looked up): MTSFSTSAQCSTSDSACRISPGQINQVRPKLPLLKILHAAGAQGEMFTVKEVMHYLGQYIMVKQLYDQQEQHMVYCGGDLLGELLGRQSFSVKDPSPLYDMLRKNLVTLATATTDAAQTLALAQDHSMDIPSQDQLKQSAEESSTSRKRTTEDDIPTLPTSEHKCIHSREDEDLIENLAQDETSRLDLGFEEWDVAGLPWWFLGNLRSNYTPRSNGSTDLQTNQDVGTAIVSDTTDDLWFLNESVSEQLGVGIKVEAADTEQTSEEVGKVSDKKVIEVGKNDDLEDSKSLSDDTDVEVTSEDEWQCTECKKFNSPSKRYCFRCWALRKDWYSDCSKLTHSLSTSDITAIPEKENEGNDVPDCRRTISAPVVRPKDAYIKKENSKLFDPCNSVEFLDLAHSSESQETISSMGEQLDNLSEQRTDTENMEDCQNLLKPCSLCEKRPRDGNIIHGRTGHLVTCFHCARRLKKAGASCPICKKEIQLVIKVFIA
Target sequence (Q00987 whole entry, looked up): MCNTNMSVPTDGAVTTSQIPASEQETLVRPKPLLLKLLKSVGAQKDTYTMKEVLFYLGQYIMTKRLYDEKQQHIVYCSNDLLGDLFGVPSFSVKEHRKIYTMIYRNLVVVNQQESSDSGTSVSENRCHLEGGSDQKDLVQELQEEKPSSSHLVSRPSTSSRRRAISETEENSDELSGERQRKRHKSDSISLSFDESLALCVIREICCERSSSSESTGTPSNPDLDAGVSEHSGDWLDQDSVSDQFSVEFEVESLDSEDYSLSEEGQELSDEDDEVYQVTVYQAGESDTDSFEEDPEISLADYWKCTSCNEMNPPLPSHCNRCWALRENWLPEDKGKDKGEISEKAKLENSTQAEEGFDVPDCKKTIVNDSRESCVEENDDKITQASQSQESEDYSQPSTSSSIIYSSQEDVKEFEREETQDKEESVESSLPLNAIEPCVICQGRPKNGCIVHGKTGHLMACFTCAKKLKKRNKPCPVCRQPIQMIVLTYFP
CXCR6 block: inhibitors of human CXCR6 receptor. actives 0.36% (n = 360,000). CHO-K1 PathHunter CXCR6 beta-arrestin, luminescence. O00574. AID 602244. inhibition, % at 20 µM; in the data active means inhibition above about 34%, passing the limit was not always enough;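 further: antagonist mode with CXCL16 agonist at 10 nM final; 0% = 10 nM CXCL16 with DMSO and 100% = unstimulated wells without agonist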
Jurkat NFkB inh: inhibitors of the PMA/ionomycin-induced NF-kB reporter in Jurkat cells | PMA/ionomycin-induced NF-kB luciferase reporter, luminescence | inhibition, % at 4 µM | actives 0.53% (n = 330,000); in the data active means inhibition above about 50%
CCR6 antag: antagonists of human CCR6 receptor; actives 0.49% (n = 340,000); inhibition, % at 20 µM; AID 493098; P51684; CHO-K1 CCR6 PathHunter beta-arrestin, luminescence, CCL20-stimulated;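 active means compounds whose inhibition of the agonist-driven luminescence signal at 20 µM reaches about 50%, limit read from the data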;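 further: cells stimulated with CCL20 at 14 nM final; plate controls were DMSO with CCL20 for no effect and DMSO without agonist for full effect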
XBP1 UPR activ: activators of adaptive arm of unfolded protein response (XBP1); CHO-XBP1 luciferase reporter, IRE1-XBP1 UPR activation, luminescence; percent of tunicamycin response, DMSO as zero; activation, % at 20 µM; actives 0.33% (n = 330,000); AID 463104;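 active means versus positive control, 20 µM dose yields 30% or more activation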;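 further: 100% = tunicamycin at 10 µg/mL and 0% = DMSO only wells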
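Material: CHO cell line with stable XBP1 luciferase reporter; schedule: 16-18 h cell attachment at 37 °C, then 6 h compound exposure; signal: glow luminescence from Steady-Glo reagent; medium: serum-containing F12 medium, 10% FBS; benchmarks: tunicamycin 10 µg/mL and vehicle-only wells; read-out: percent activation relative to tunicamycin reference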
EBI2 block: EBI2 (human) antagonism | EBI2 beta-arrestin recruitment, luminescence, 7a,25-OHC stimulated | AID 651636 | inhibition, % at 5 µM | actives 0.81% (n = 360,000); in the data active means inhibition above about 38%;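 further: enzyme fragment complementation signal reports receptor beta-arrestin coupling in cells; 0% = agonist plus DMSO wells and 100% = wells without agonist; some results beyond the cut were filed as inactive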
CHOP UPR activ: apoptotic UPR (CHOP) activation; CHO-CHOP luciferase reporter, luminescence; percent of tunicamycin response over DMSO baseline; AID 449763; actives 0.34% (n = 330,000); activation, % at 10 µM;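 active means at 10 µM dose, activation of 40% or more, normalized to positive control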;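 further: 100% = tunicamycin at 10 µg/mL and 0% = DMSO alone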
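measured by = luciferase luminescence | assay system = CHO-CHOP cells, stable luciferase reporter of PERK-eIF2a-CHOP signalling | amount = 500 reporter cells seeded per well | timing = 6 h compound exposure at 37 °C after overnight seeding | controls = positive tunicamycin 10 µg/mL, negative DMSO alone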
697 NFkB inh: lowers PMA/ionomycin-induced NF-kB signal in 697 B cells; 697 B-cell NF-kB luciferase reporter, 16 h; inhibition, % at 4 µM; actives 0.33% (n = 330,000); in the data active means inhibition above about 35%
The depositor's hits bear a star.

The opening 4 entries, to show the layout:
SMILES | Gli-Sufu block | Mdm2 MdmX PPI | CXCR6 block | Jurkat NFkB inh | CCR6 antag | XBP1 UPR activ | EBI2 block | CHOP UPR activ | 697 NFkB inh
CCc1cc2c(=O)c(-c3nc(C)cs3)c(CCCC(=O)O)oc2cc1O | 0 | -25 | -2 | -12 | 10 | -1 | -2 | -0.8 | -1
OCCCc1nc2ccccc2n1CCOc1ccccc1 | -1 | -1 | 4 | 19 | 19 | 5 | 0 | -1.9 | 3
Cc1cc2occ(CC(=O)N(C)CC(=O)Nc3ccccc3C(F)(F)F)c2cc1C | -7 | 24 | -1 | 3 | 7 | -3 | 3 | -0.6 | 13
CCOC(=O)N1CCC(NC(=O)c2ccc3c(c2)N(Cc2ccc(C)cc2)CCS3)CC1 | 12 | 6 | 10 | 11 | 13 | 2 | 13 | 0.1 | -2

The list itself, previewed entries included:
SMILES | Gli-Sufu block | Mdm2 MdmX PPI | CXCR6 block | Jurkat NFkB inh | CCR6 antag | XBP1 UPR activ | EBI2 block | CHOP UPR activ | 697 NFkB inh
CCc1cc2c(=O)c(-c3nc(C)cs3)c(CCCC(=O)O)oc2cc1O | 0 | -25 | -2 | -12 | 10 | -1 | -2 | -0.8 | -1
OCCCc1nc2ccccc2n1CCOc1ccccc1 | -1 | -1 | 4 | 19 | 19 | 5 | 0 | -1.9 | 3
Cc1cc2occ(CC(=O)N(C)CC(=O)Nc3ccccc3C(F)(F)F)c2cc1C | -7 | 24 | -1 | 3 | 7 | -3 | 3 | -0.6 | 13
CCOC(=O)N1CCC(NC(=O)c2ccc3c(c2)N(Cc2ccc(C)cc2)CCS3)CC1 | 12 | 6 | 10 | 11 | 13 | 2 | 13 | 0.1 | -2
Cc1ccc(S(=O)(=O)NC(=O)Nc2cccc(S(=O)(=O)N(C)C)c2)cc1 | 3 | -5 | 1 | 1 | 9 | 0 | -11 | 1.3 | 15
COc1ccc(-c2nn(-c3ccccc3)cc2/C=N/n2cnnc2)cc1OC | -18 | 23 | 1 | -14 | -30 | 2 | 8 | 0.0 | -6
CCN(CC)CCCNC(=O)c1nn2c(C(F)(F)F)cc(-c3ccccc3)nc2c1Cl | 15 | 18 | -2 | 12 | 18 | 1 | -5 | 2.8 | 1
O=C(Nc1cc(S(=O)(=O)N2CCCCC2)ccc1Cl)c1ccc(F)cc1 | 3 | 20 | 3 | 1 | 23 | -3 | 2 | -0.2 | 3
Cc1nc(N)sc1N=Nc1ccc(Br)cc1 | -110 | -195 | 16 | -142 | 31 | 4 | 7 | 7.9 | -140
O=S(=O)(NC1CCCCC1)c1ccc(Cl)s1 | 1 | 9 | 4 | -2 | 8 | -1 | 0 | -3.0 | -16
COc1cc(-c2cc(OC)c3c(C)oc(C)c3c(=O)c2)ccc1O | -20 | 27 | -8 | 0 | -4 | -2 | 2 | 2.6 | 3
O=C(O)C1=C[C@H](c2ccc(C(F)(F)F)cc2)C[C@H](OCCCCO)O1 | 3 | -16 | 4 | 13 | 6 | -3 | 4 | 1.4 | 16
CCOc1ccc(S(=O)(=O)Nc2cc(S(=O)(=O)N(CC)CC)ccc2N2CCCC2)cc1 | 5 | 12 | 5 | 8 | 5 | 2 | 0 | -0.2 | 12
CCOC(=O)N/N=C(\C)c1ccc(Oc2ncccn2)cc1 | 1 | 5 | 12 | 18 | -4 | -3 | -7 | 0.5 | 5
CC1C/C(=N/Nc2nc3ccccc3[nH]2)CC(C)(C)C1 (configuration not stated) | -13 | 0 | 2 | 13 | 25 | 34* | -3 | 3.3 | -25
O=C(NCc1ccc(F)cc1)c1cc(S(=O)(=O)N2CCCCC2)ccc1Cl | 4 | 9 | 8 | 0 | -2 | -1 | -7 | 1.7 | 8
CCS(=O)(=O)N1CCC(C(=O)NCc2ccc(OC)cc2)CC1 | 0 | -6 | -4 | 11 | 7 | -2 | -5 | -0.8 | 17
Cc1cccn2c(=O)c3cc(C(=O)NC4CCCCC4)c(=N)n(Cc4ccc(F)cc4)c3nc12 | -6 | 58* | 10 | 42 | 14 | 0 | 18 | 9.5 | 33
Cc1cnn(C(=O)c2oc3ccccc3c2C)c1 | -13 | -6 | -2 | 1 | 1 | 2 | -2 | -0.1 | 7
COc1ccc(NC(=O)CN2CCN(c3c(C)cccc3C)CC2)cc1 | 25 | 15 | 7 | 1 | 20 | -4 | 8 | -0.7 | -8
COc1ccc(CCN2C(=O)/C(=C\c3ccco3)SC2=S)cc1OC | 2 | 75* | 2 | 6 | 4 | -2 | -1 | -1.2 | 1
Cc1ccc(OC(=O)C(C)c2cccc(C(=O)c3ccccc3)c2)cc1 (configuration not stated) | 3 | 12 | 2 | -16 | 14 | -3 | -9 | -0.3 | -10
O=S(=O)(c1ccc(Cl)nc1)N1CCN(c2ncccn2)CC1 | 2 | 20 | -3 | -5 | 8 | -1 | -3 | 0.1 | 7
CN(C)c1ccc(-c2ccc([C@H]3[C@@H]4C=CCC[C@@]4(C)C(=O)N3Cc3ccccc3)c(F)c2)cc1 | 10 | 46 | 5 | -5 | 9 | 0 | 18 | 1.1 | 13

Full records from above. Order of values: Gli-Sufu block, Mdm2 MdmX PPI, CXCR6 block, Jurkat NFkB inh, CCR6 antag, XBP1 UPR activ, EBI2 block, CHOP UPR activ, 697 NFkB inh
OCCCc1nc2ccccc2n1CCOc1ccccc1 in the list: -1, -1, 4, 19, 19, 5, 0, -1.9, 3
COc1ccc(-c2nn(-c3ccccc3)cc2/C=N/n2cnnc2)cc1OC in the list: -18, 23, 1, -14, -30, 2, 8, 0.0, -6

A different layout for three compounds above.
mol	Gli-Sufu block	Mdm2 MdmX PPI	CXCR6 block	Jurkat NFkB inh	CCR6 antag	XBP1 UPR activ	EBI2 block	CHOP UPR activ	697 NFkB inh
O=C(Nc1cc(S(=O)(=O)N2CCCCC2)ccc1Cl)c1ccc(F)cc1	3	20	3	1	23	-3	2	-0.2	3
Cc1nc(N)sc1N=Nc1ccc(Br)cc1	-110	-195	16	-142	31	4	7	7.9	-140
O=S(=O)(NC1CCCCC1)c1ccc(Cl)s1	1	9	4	-2	8	-1	0	-3.0	-16
